Mito fusion yeast: qHTS Assay for Small Molecule Inhibitors of Mitochondrial Division or Activators of Mitochondrial Fusion | S. cerevisiae fusion-defective mutant growth rescue, CellTiterGlo 48 h | Potency, µM (series often up to 46.1 µM), inactives show top-dose growth rescue (activation), hits mostly activators | 320,000 compounds, 0.23% hits;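 also: potency is read from the fitted curve at half-maximal effect; % of control where 0% means no effect; nearly all actives have a fitted effect of over 45% in size; temperature-sensitive fusion mutants such as fzo1-1 at 37 °C on non-fermentable ethanol glycerol medium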
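Compounds are tested for their ability to restore growth of mitochondrial fusion-defective yeast strains at non-permissive 37C in YPEG medium over 48 hours. Viability is quantified by luciferase luminescence.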
USP2a inh: qHTS Assay for Inhibitors of Ubiquitin-specific Protease USP2a Using CHOP2 as the Reporter | Ubiquitin carboxyl-terminal hydrolase 2 (Homo sapiens), O75604 | USP2 core, Ub-CHOP2 coupled fluorogenic reporter, 485/531 | Potency, µM (top dose mostly 38.3 µM), inactives show top-dose activity change, negative = inhibition, hits mostly inhibitors | 330,000 compounds, 0.01% hits | AID 463254, 2010;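 also: potency is read from the fitted curve at half-maximal effect; plate controls were DMSO wells for no effect and full inhibition by NEM control for full effect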
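Deubiquitinase activity read as fluorescence (485/531 nm) after Ub-CHOP2 cleavage activates the enterokinase reporter on its substrate; USP2 core 10nM, Ub-CHOP2 and substrate 25nM each, 30min compound preincubation then 60min RT; data normalized to NEM, curves fitted.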
PTAP TSG101 blk: qHTS Assay for Iinhibitors of HIV-1 Budding by Blocking the Interaction of PTAP/TSG101; Potency, µM (doses to about 115 µM), for inactives: top-dose activity change, negative = inhibition, hits mostly inhibitors; Fluorescence polarization, FITC-PTAP peptide / Tsg101 binding; 340,000 tested, under 10 active; active = well fitted inhibition curve with a large enough effect in the main read-out, with a control signal flat, not every such curve was filed as active; inconclusive = small, poorly fitted or top-dose-only effect, or effect the other way, or a change in a side signal; inactive = no such curve, though single readings can be large or run the other way; also: potency is read from the fitted curve at half-maximal effect; % of control where 0% means no effect
Target sequence (Q99816 whole entry, looked up): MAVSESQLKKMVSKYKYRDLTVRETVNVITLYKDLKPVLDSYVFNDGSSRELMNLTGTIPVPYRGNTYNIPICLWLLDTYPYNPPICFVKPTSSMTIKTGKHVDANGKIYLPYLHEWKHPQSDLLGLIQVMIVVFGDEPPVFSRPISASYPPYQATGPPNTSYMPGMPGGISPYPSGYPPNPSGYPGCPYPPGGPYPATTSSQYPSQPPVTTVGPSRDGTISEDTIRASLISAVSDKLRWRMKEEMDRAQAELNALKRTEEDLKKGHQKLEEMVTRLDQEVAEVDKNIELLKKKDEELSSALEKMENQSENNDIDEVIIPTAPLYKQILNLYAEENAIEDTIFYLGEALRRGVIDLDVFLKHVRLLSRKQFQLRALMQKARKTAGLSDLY
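Fluorescence polarization binding of Tsg101 binding domain (10 uM final) to FITC-labeled PTAP peptide (50 nM final) in HEPES pH 7.5 buffer with NaCl, Tween 20, EDTA, TCEP. Compounds added before peptide; binding 20 min at RT.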
Eya2 inh: qHTS Assay for Inhibitors of the Phosphatase Activity of Eya2 | recombinant Eya2, OMFP fluorescence dephosphorylation (OMFP is methylfluorescein phosphate) | Potency, µM (doses to about 76.9 µM), without a hit: top-dose activity, negative = inhibition, actives largely listed as inhibitors | 330,000 compounds, 0.006% hits | AID 488837, 2010; also: potency is read from the fitted curve at half-maximal effect; % is scaled to controls: 0 for no effect and ±100 for the full control effect
Target sequence (O00167 whole entry, looked up): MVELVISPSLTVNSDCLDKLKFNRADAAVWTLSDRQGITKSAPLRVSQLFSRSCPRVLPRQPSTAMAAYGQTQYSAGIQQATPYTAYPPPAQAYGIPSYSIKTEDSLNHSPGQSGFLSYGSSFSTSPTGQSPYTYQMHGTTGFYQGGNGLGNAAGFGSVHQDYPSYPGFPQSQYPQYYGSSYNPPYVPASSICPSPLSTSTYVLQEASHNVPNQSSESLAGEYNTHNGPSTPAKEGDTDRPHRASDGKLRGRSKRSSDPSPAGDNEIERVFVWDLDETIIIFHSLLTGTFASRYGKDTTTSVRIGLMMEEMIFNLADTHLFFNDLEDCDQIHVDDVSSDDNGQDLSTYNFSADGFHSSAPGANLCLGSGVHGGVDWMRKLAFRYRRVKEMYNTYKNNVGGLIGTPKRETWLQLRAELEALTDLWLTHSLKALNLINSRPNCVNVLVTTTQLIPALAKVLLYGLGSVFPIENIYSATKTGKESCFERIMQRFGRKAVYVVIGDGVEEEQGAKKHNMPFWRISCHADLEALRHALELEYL
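Eya2 protein (added as 0.2 uM solution) was preincubated with compound for 10 min at ambient temperature in 50 mM HEPES pH 7.5, 50 mM NaCl, 5 uM MgCl2, 0.05% BSA, 1 mM DTT. OMFP (added at 50 uM) then reacted 10 min; fluorescence read at 485/525 nm.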
B2AR arrestin: qHTS assay of beta-arrestin-biased ligands of beta2-adrenergic receptor | Beta-2 adrenergic receptor (Homo sapiens), P07550 | beta-arrestin recruitment to beta2AR, cell-based reporter | Potency, µM (titrated, usually from 46.1 µM), without a hit: at the top dose activation, usual class: activators | 330,000 compounds, 0.02% hits;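 also: potency is read from the fitted curve at half-maximal effect; 0% = DMSO controls and full agonism = EC100 isoproterenol or metaproterenol; nearly all actives have a fitted effect of over 65% in size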
BCR signal inh: qHTS Assay to Find Inhibitors of Chronic Active B-Cell Receptor Signaling; ABC-DLBCL IkBa-CBG/CBR reporter, luminescence ratio, 4 h; Potency, µM (highest dose often 46.1 µM), for inactives: at the highest dose ratio change, negative = lower green/red ratio, usual class: inhibitors; 340,000 compounds, 0.05% hits; AID 493014, 2011; active = well fitted inhibition curve with a large enough effect in the signal ratio, with a control signal flat, not every such curve was filed as active; inconclusive = small, poorly fitted or top-dose-only effect, or effect the other way, or a change in a side signal; the % refers to the signal ratio;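 also: potency is read from the fitted curve at half-maximal effect; plate controls were basal doxycycline-induced cells for no effect and cells given 10 µM MG132 for full effect; MG132 reads +100%, hits lower the ratio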
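Cell line TMD8 (human ABC DLBCL), stably expressing tet-inducible CBG68-IkBa fusion and CBR; IMDM/0.5% FBS; cpd up to 46 uM; dox induction, 4 h, 37C/5% CO2; dual luminescence; green/red ratio; MG132 control.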
uPA generation: qHTS for Inhibitors of Cell Surface uPA Generation; cell surface uPA generation assay, qHTS; Potency, µM (highest dose often 38.3 µM), without a hit: at the highest dose activity change, negative = inhibition, actives largely listed as inhibitors; 330,000 compounds, 0.31% hits; AID 540303, 2011; active = well fitted inhibition curve with a large enough effect; inconclusive = small, poorly fitted or top-dose-only effect; inactive = no such curve, though single readings can be large or run the other way; tested in mouse RAW 264.7 cells; also: potency is read from the fitted curve at half-maximal effect; % is scaled to controls: 0 for no effect and ±100 for the full control effect; nearly all actives have a fitted effect of over 55% in size
TCR act: Activators of T cell receptors: qHTS campaign; Potency, µM (highest dose often 9.22 µM), for inactives: at the highest dose activation of IL-2 secretion, hits mostly activators; primary human leukocytes, anti-CD3, IL-2 HTRF, 48 h; AID 504894, 2011; 330,000 tested, under 10 active; also: % of control where 0% means no effect
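TCR engagement came from a-CD3 beads alone, with compounds added to primary human leukocytes for 48 hr. Secreted IL-2 bridged europium cryptate- and d2-labelled anti-IL-2 antibodies, giving FRET emission at 665nm after 320nm excitation.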
TSHR antag: Antagonists of the Thyroid Stimulating Hormone Receptor: HTS campaign; TSHR-expressing cells, TSH-stimulated cAMP HTRF, 2 h; hits give low values; activity change, negative = inhibition, % at 11.5 µM; 330,000 compounds, 0.2% hits;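 active = activity change below a set negative limit, meaning inhibition stronger than a set level, cut at about -70% in these data; inconclusive = activity change between two set negative limits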; also: % is scaled to controls: 0 for no effect and ±100 for the full control effect
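Inhibition of cAMP made by TSHR-expressing cells under TSH stimulation (4nM final, EC80; 2 h, 37 deg C) is quantified with a one-step lysis HTRF kit, anti-cAMP cryptate versus cAMP-d2.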
Tb PFK inh: qHTS Assay to Find Inhibitors of T. brucei phosphofructokinase; T. brucei PFK, ADP-Glo luminescence; Potency, µM (titrated, usually from 57.5 µM), without a hit: at the top dose activity, negative = inhibition, hits mostly inhibitors; 330,000 compounds, 0.17% hits;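 also: potency is read from the fitted curve at half-maximal effect; 0% = uninhibited 1x PFK enzyme wells and -100% = no-enzyme wells; nearly all actives have a fitted effect of over 60% in size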
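PFK 1.25 nM, F6P 0.5 mM, ATP 0.1 mM, 0.1 M TEA pH 8.0, 5 mM MgCl2, 0.01% Tween20, 0.1% BSA; 45 min RT. ADP-Glo readout. qHTS titration up to 57 uM; curves fitted, compounds curve-classed.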
ELG1 DNA repair: qHTS screen for small molecules that inhibit ELG1-dependent DNA repair in human embryonic kidney (HEK293T) cells expressing luciferase-tagged ELG1 | HEK293T ELG1-luciferase reporter, luminescence, 16 h; DNA damage induced by 5-fluorouridine | Potency, µM (titrated, usually from 46.1 µM), without a hit: top-dose activity change, negative = inhibition, actives largely listed as inhibitors | 330,000 compounds, 2.3% hits; also: potency is read from the fitted curve at half-maximal effect; % is scaled to controls: 0 for no effect and ±100 for the full control effect; nearly all actives have a fitted effect of over 55% in size
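Step one: seed 2,000 cells per well. Step two: pin-transfer compound or DMSO alongside 5-fluorouridine. Step three: incubate 16 hr, 37 °C, 5% CO2. Step four: add ONE-Glo, wait 30 min, read luminescence.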
Starred values were filed as active, the others as inactive; ? = inconclusive; nt = no result given; [ ] = another dose, or the depositor's remark. Unless noted, calls follow the shape of the dose curve; as a rule, active = well fitted curve in the direction sought with a large enough effect; inconclusive = small, poorly fitted or top-dose-only effect, or another doubt; inactive = no such curve, though single readings can be large; an effect the other way counts as inactive or inconclusive.

SMILES	Mito fusion yeast	USP2a inh	PTAP TSG101 blk	Eya2 inh	B2AR arrestin	BCR signal inh	uPA generation	TCR act	TSHR antag	Tb PFK inh	ELG1 DNA repair
CCCn1c(=O)c2sccc2n2c(CCCC(=O)NCc3cccnc3)nnc12	-1%	4%	-2%	9%	0.0%	3%	-4%	-5%	21	-4%	0%
CC(=O)Nc1cccc(NC(=O)c2cccc(-c3ccc(O)cc3)c2)c1	-3%	4%	3%	3%	0.7%	?	-6%	-1%	-6	2%	?
COc1cc(/C=N/NC(=O)CCN2CCCCC2)ccc1O	2%	1%	-3%	3%	0.1%	-2%	-3%	0%	-4	0%	8%
CN(c1ccccc1)S(=O)(=O)c1ccc(Cl)c(C(=O)Nc2ccc(N3CCOCC3)cc2)c1	5%	-12%	-3%	-3%	0.3%	-11%	-4%	1%	-2	-2%	?
COc1ccc(CC(=O)OCC(=O)Nc2cccc(Br)c2)cc1	-1%	6%	-4%	-7%	0.0%	2%	1%	-3%	-12	-4%	-3%
CCOc1ccc(NC(=O)c2sc3nc(C)nc(N4CCOCC4)c3c2C)cc1	9%	4%	-2%	-3%	0.0%	?	-3%	0%	-2	-1%	13µM*
O=S(=O)(c1ccccc1)c1nc(-c2ccc(F)cc2)oc1NCC1CCCO1 (stereo unspecified)	4%	-2%	-4%	0%	0.1%	0%	1%	7%	5	0%	-7%
CCCCC(=O)Nc1ccc2oc(-c3cccnc3)nc2c1	0%	-4%	-2%	-4%	0.4%	12%	-1%	-2%	-5	2%	?
COc1cccc(-c2noc(C3CCCN(C(=O)c4ccc(F)cc4)C3)n2)c1 (stereo unspecified)	6%	-1%	-13%	-5%	3.4%	-9%	1%	4%	-8	2%	?
COc1cccc(-n2c(SCC(=O)c3c[nH]c4ccccc34)nc3ccccc3c2=O)c1	-8%	2%	-9%	-4%	0.0%	?	11%	-1%[46.1 µM]	-12	0%	?
C=CCC(C=C)S(=O)(=O)c1ccc(C)cc1 (stereo unspecified)	-1%	1%	0%	-28%	0.3%	?	0%	16%	3	-5%	9%
CN(C)C(=O)c1ccc(NC(=O)CN2C(=O)NC3(CCCc4ccccc43)C2=O)cc1 (stereo unspecified)	8%	1%	0%	4%	-0.1%	1%	3%	9%	nt	-2%	13%
CS(=O)(=O)N(CC(=O)NCCSCc1ccco1)c1ccc(Cl)cc1	-4%	3%	-2%	12%	0.2%	2%	-2%	-3%	-8	1%	2%
NC(=O)c1ccc(S(=O)(=O)N2CCSCC2)cc1	2%	1%	-2%	10%	-0.3%	-4%	-2%	-2%	8	-3%	-10%
COc1ccccc1N1C(=O)c2cccc3cccc(c23)C1=O	0%	-1%	-3%	-2%	0.1%	-1%	5%	-3%	-23	2%	17%
CCOc1ccccc1CN1CCC(Oc2ccc(C(=O)NCc3ccccn3)cc2)CC1	1%	-2%	0%	5%	0.1%	-5%	?	2%	11	1%	-24%
COc1ccccc1NC(=S)NCc1ccccn1	-9%	6%	-1%	-2%	-1.9%	-9%	-3%	2%[46.1 µM]	-6	1%	15%
CCOC(=O)c1ccc(NC(=O)CSc2nnc(COc3ccccc3)n2C)cc1	1%	-1%	-2%	11%	-0.1%	-4%	-4%	-5%	nt	14%	17%
CC(C)(C)NC(=O)C(=O)NCc1ccccn1	1%	0%	7%	-9%	0.3%	?	0%	-4%	5	0%	8%
NCC12CC3CC(C1)CC(c1ccc(Cl)cc1)(C3)C2	1%	0%	-2%	2%	-0.4%	-8%	-15%	-14%	-11	2%	?
CC(Sc1nc2c(N)ncnc2n1CCOc1ccccc1)C(=O)O (stereo unspecified)	-3%	9%	-5%	4%	0.5%	1%	-1%	-2%	-3	0%	25%
CC(=O)c1c(C)[nH]c(C(=O)NCCC2=CCCCC2)c1C	5%	-8%	-1%	-4%	0.5%	?	-4%	-9%	-1	-3%	?
CC(=O)c1cnc2nc(C(F)(F)F)nn2c1C	-1%	1%	-2%	-38%	0.0%	-3%	10%	-2%	-7	3%	5%
c1ccc(Nc2cccc3c(Nc4ccccc4)cccc23)cc1	-1%	0%	-2%	-10%	-0.9%	?	0%	0%	6	-6%	?
Cc1oc(-c2cc(F)ccc2F)nc1CN1CCN(C)C(=O)[C@@H]1C	5%	2%	-10%	2%	0.4%	-13%	1%	5%	0	0%	2%
CCc1nnc(NC(=O)Cn2nc(-c3ccc(OC)c(OC)c3)ccc2=O)s1	-1%	-2%	-6%	21%	-0.4%	?	-6%	-1%	-12	2%	2%
COc1ccccc1NS(=O)(=O)c1ccc(C(=O)NCC(c2ccccc2OC)N(C)C)cc1 (stereo unspecified)	2%	3%	nt	11%	0.0%	1%	-5%	-3%	19	10%	12%
O=C(CC1Sc2ccccc2NC1=O)OCc1cc(=O)oc2cc(O)ccc12 (stereo unspecified)	0%	-2%	-1%	4%	1.0%	0%	5%	2%[46.1 µM]	-8	-6%	1%
Cc1ccc(S(=O)(=O)Nc2cccc3c2O[C@H](CN(C)C(=O)Nc2ccc(C(F)(F)F)cc2)[C@@H](C)CN([C@H](C)CO)C3=O)cc1	nt	-9%	-5%	-24%	-1.4%	-2%	-9%	0%	-14	-7%	-7%
CCCn1[nH]cc(SC)c(=O)c1=O	5%	1%	-4%	?	-1.1%	1%	nt	-3%	-8	-8%	4%
COc1ccc(C2C3=C(CCCC3=O)Nc3ccc4ncccc4c32)cc1OC (stereo unspecified)	8%	0%	0%	9%	6.5%	?	-5%	-3%	7	-6%	?
CCOC(=O)CC1(c2ccccc2)CCOC(C)(C)C1 (stereo unspecified)	-2%	2%	-4%	-3%	-0.1%	-5%	2%	10%	-1	-1%	0%
CN(Cc1ccccc1)C(=O)c1nc2ccccn2c1CNCCCOc1cccnc1	-8%	1%	-3%	-7%	-0.2%	?	-10%	0%	-2	0%	-3%
O=C(NNS(=O)(=O)c1ccc(F)cc1)c1cnn(-c2ccccc2)c1C(F)(F)F	6%	1%	1%	-5%	0.3%	12%	4%	-15%	-33	10%	?
O=C(NNS(=O)(=O)c1ccc2ccccc2c1)NC1CCCCC1	0%	1%	0%	0%	-0.8%	-9%	-1%	0%[46.1 µM]	4	-2%	-8%
CC(C)(C)NC(=O)c1ccc2c(c1)N(CC(=O)N1CCCCC1)C(=O)C(C)(C)O2	13%	0%	-2%	-16%	-0.1%	?	5%	-6%	45	0%	-2%
O=C(CSc1nc2c(c(=O)n1-c1ccc(Br)cc1)SCC2)NCC1CCCO1 (stereo unspecified)	-4%	-1%	-1%	-5%	-0.5%	7%	2%	2%[46.1 µM]	-5	-2%	16%
O=[N+]([O-])c1ccc(Oc2ccc(F)cc2)c2ccncc12	6%	1%	-5%	-33%	-0.1%	-18%	-4%	0%	-4	0%	?
CC(Oc1ccc(Cl)cc1)c1ccn[nH]1 (stereo unspecified)	0%	0%	-10%	-2%	0.5%	-1%	0%	8%	-3	0%	3%
OCc1nc2ccccc2n1/N=C/c1cccs1	-3%	0%	-6%	-12%	0.0%	4%	0%	-14%	4	2%	10%
CCCCSCc1cc(C(=O)O)oc1C(C)(C)C	14%	8%	-1%	13%	-0.1%	?	-6%	-5%	-13	-2%	-5%
COc1ccc2nc(N3CCC(C)CC3)c(C#N)cc2c1	18%	1%	-12%	1%	0.0%	?	3%	1%	-3	-3%	?
Cc1ccc(NC(=O)/C=C/c2cccc(C(F)(F)F)c2)cc1	-2%	6%	-2%	3%	0.0%	-4%	2%	-5%[46.1 µM]	-1	0%	-6%
